DENV2 CPE rescue – DENV2-induced cell death inhibition; DENV2-infected cells, cytopathic effect rescue, plate reader; AID 651640; hit rate 1.7% among 350,000; CPE inhibition, % at 9.99 µM; in the data active = CPE inhibition above about 20%, passing the limit was not always enough; inconclusive = no clear call, values can overlap the other calls; tested in BHK-21 cells;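 note: 0% = median of neutral control wells and 100% = median of positive control wells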
EWS-Fli inh – EWS/Fli transcriptional activity inhibition; A673 NR0B1-luciferase reporter, viability-normalised; inhibition, % at 12.6 µM; hit rate 0.67% among 350,000; AID 651661;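 active = mean inhibition of at least 50% after viability correction, with every replicate also passing that limit; inconclusive = mean reaches 50% but only one of two replicates passes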;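 note: firefly luciferase signal divided by Alamar Blue viability fluorescence both relative to DMSO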
F508del corr – CFTR F508del correction in bronchial cells; hit rate 0.36% among 350,000; CFBE cells, YFP halide quenching; stimulated with forskolin plus potentiator P3; % fluorescence drop versus neutral controls; AID 720511; activity (quench increase), % at 7.58 µM;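 active = mean added fluorescence quench of at least 8% versus neutral control, with both replicates also reaching 8%; inconclusive = only one of the mean or replicate conditions met; inactive = mean below 8% and not both replicates reaching 8%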;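 note: cells transiently co-express mutant CFTR-F508del with the halide-sensitive YFP; corrector assay measuring rescue of mutant channel to the surface after 24 h compound exposure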
INS-1E GSIS act – GLuc luminescence reporter in INS-1E cells, primary screen for activators of glucose-dependent secretion of insulin; hit rate 0.61% among 370,000; activation, % at 16.6 µM; INS-1E GLuc reporter insulin secretion, 2-3 h;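 active = lowest replicate activation of at least 40%, so every replicate reaches that level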;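 note: 0% = median of neutral control wells and 100% = median of IBMX positive control wells; some compounds called inactive have numbers as strong as hits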
miR122 inh – inhibitors of miR-122 in Huh7 cells; Huh7 miR-122 Renilla luciferase sensor, 48 h; neutral wells = 0, positive control = 100; activation (reporter increase), % at 12.5 µM; hit rate 0.3% among 340,000;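 active = mean replicate activation score at least 90 and every replicate individually at or above 90; inconclusive = only one of the two criteria met; inactive = neither criterion met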;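 note: higher luciferase means less miR-122 activity so hits act as miR-122 inhibitors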
FN deposit inh – fibronectin deposition inhibition; AH1F fibroblasts, Alexa488-fibronectin deposition fluorescence, overnight; inhibition, % at 12.6 µM; hit rate 0.086% among 350,000; AID 743247;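 active = mean inhibition across replicates of 30% or more, regardless of how many single replicates reach that level; inconclusive = mean under 30% yet at least half of replicates reach 30%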;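 note: positive control wells lacked labelled fibronectin entirely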
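Assay system: AH1F fibroblasts assembling fluorescent fibronectin matrix; Amount: 10000 AH1F cells per well; Buffer or medium: DMEM, 2% serum; Probe or stimulus: Alexa488-fibronectin, 24 nM final in well; Doses: single compound dose, delivered by pin transfer; Incubation: 1 h adhesion, overnight exposure; Measured by: fluorescence 485/525 nm; Read-out: fibronectin deposition inhibition.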
PAX8 reporter – PAX8 transcriptional activity inhibition. RMG-I TPO-luciferase reporter, SteadyGlo, 24 h. inhibition, % at 12.6 µM. hit rate 1.2% among 360,000. AID 652154;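 active = mean replicate inhibition at least 60% with every replicate also reaching 60%; inconclusive = only one of the two criteria is met; inactive = mean below 60% and not all replicates reaching 60%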;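 note: luciferase light reporting Pax8 driven TPO promoter activity; plate controls were median of neutral control wells for no effect and mitoxantrone controls for full effect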
Starred values were filed as active, the others as inactive; ? = inconclusive; nt = not tested or not shown; & = joins results of further samples; [ ] = dose if it differs, or a comment.

SMILES	DENV2 CPE rescue	EWS-Fli inh	F508del corr	INS-1E GSIS act	miR122 inh	FN deposit inh	PAX8 reporter
CC(=O)Nc1cccc(NC(=O)CN2c3cccc4cccc(c34)S2(=O)=O)c1	7.6	-1.3	24.4*	-3.2	-4.7	0.0	10.3
CC(C)C[C@@H]1COc2cc(N3CCC[C@H]3CO)ccc2S(=O)(=O)N1	3.8	4.2	-2.8	-1.0	nt	nt	7.3
COc1ccc(OC)c(NC(=O)C2C(C(=O)O)C3(Cl)C(Cl)=C(Cl)C2(Cl)C3(Cl)Cl)c1 (centres undefined)	-1.7	0.3	nt	-16.5	-8.7	nt	2.1
Cn1c(=O)c2c(nc(CN3CCN(C(=O)c4ccco4)CC3)n2CCc2ccccc2)n(C)c1=O	nt	nt	nt	nt	-3.7	-10.2	18.8
COCC(=O)Nc1ccc2c(c1)C(=O)N(C)C[C@H](OC)[C@H](C)CN[C@@H](C)CO2	nt	-7.0	-1.2	3.2	-7.8[16.7 µM]	-9.2	-9.7
COCC#Cc1cnc2c(c1)C(=O)N([C@@H](C)CO)C[C@H](C)[C@H](CN(C)C(=O)c1ccc3c(c1)OCO3)O2	4.1&13.7&19.4	2.6&-9.1&-4.6	4.5&1.5&-3.3	0.5&23.1	-12.8&1.9[16.7 µM]	-4.9	-7.9
CC(C)c1c(C(=O)N/N=C/c2ccc(OCc3ccc(F)cc3)cc2)nnn1-c1nonc1N	-6.3	nt	2.6	8.7	-3.8	4.9	-199.1
COc1ccc(-c2cc(C(F)(F)F)n3nc(C(N)=O)cc3n2)cc1	3.4	-22.9	1.1	10.3	-3.4	9.4	-10.7
N#CCO/N=C/C(=O)Nc1ccc(F)cc1F	13.3	-13.2	0.8	-10.7	nt	-3.4	-15.3
CCOc1ccc(CCNC(=O)c2cc3c(s2)CS(=O)(=O)C3)cc1OCC	-1.7	nt	-1.7	21.6	0.5	-1.9	-1.4
O=C(C1CCCN(S(=O)(=O)c2cccc3cccnc23)C1)N1CCN(c2ccc(F)cc2)CC1 (centres undefined)	-15.2	5.7	-0.9	-5.6	25.1	4.0	19.3
Cc1oc(-c2ccc(F)cc2)cc1-c1nn2c(-c3ccco3)nnc2s1	-5.3	2.7	-1.7	-11.5	nt	nt	nt
COc1ccccc1NS(=O)(=O)c1ccc(C)c(C(=O)NCC(c2cccs2)N2CCOCC2)c1 (centres undefined)	-3.7	9.3	-4.1	-15.2	45.6	3.1	-16.1
CCCC(=O)N1CCN(c2ccc(NC(=O)c3ccco3)cc2)CC1	nt	nt	nt	nt	11.6	-6.5	-22.5
CC(C)NC(=O)C1(C)CCCN1C/C=C/c1ccccc1 (centres undefined)	-1.2	0.3	-1.1	-0.5	nt	-10.5	-12.9
COc1cc(C(=O)NC(C)Cc2ccccn2)ccc1OC1CCN(C(C)=O)CC1 (centres undefined)	4.0	nt	0.0	6.7	-5.7	-9.4	12.8
COc1ccccc1/C=C1\SC(=S)N(CC(=O)NC2CCS(=O)(=O)C2)C1=O (centres undefined)	4.8	nt	2.3	7.9	0.3	-2.0	-18.2
CCCn1c(N)c(C(=O)CSc2nc(C)nc3sc(C)c(C)c23)c(=O)[nH]c1=O	11.9	4.3	4.0	-7.9	8.0	-1.3	-0.4
COc1ccc(NC(=O)Nc2ccc3c(c2)CC(=O)N([C@@H](C)CO)C[C@@H](C)[C@H](CN(C)S(=O)(=O)c2ccc(F)cc2)O3)cc1	18.6	-17.5	-1.4	8.7	-0.1[16.7 µM]	-2.7	-8.8
Oc1c(C=C2N=c3ccccc3=N2)sc(=S)n1C1CCCCC1	5.5	5.0	2.4	8.7&-14.9	-16.4&-1.4	-2.4&-1.0	5.3&11.6
COc1cc(C(=O)NNC2=CC(=O)CC(C)(C)C2)cc(OC)c1OC	nt	nt	nt	38.7	nt	1.7	-1.5
O=C1C2CCCCN2C(=O)N1CCCCN1CCN(c2cccc(Cl)c2)CC1 (centres undefined)	8.0	-5.0	0.1	8.7	-1.9	3.0	5.4
C/C(Cn1nnc2ccccc21)=N\NC(=O)c1cccc(Br)c1	nt	nt	nt	2.4	nt	-1.3	4.7
CCCC(=O)Nc1ccc(C(=O)NN2C(=O)c3ccccc3C2=O)cc1	2.9	-45.0	nt	16.8	nt	3.2	12.7
COc1ccccc1CNC(=O)c1ccc(S(=O)(=O)N2CCCC2)cc1	nt	nt	nt	8.7	2.8	5.1	nt
CCOC(=O)c1c(C)c(-c2ccccc2)n(CC(=O)NCCCN(CC)CC)c1C	-0.4	5.8	1.7	14.1	nt	5.1	8.6
COc1cccc(-c2onc3ccc(C(=O)/C=C/N(C)C)cc23)c1	-1.4	5.5	-2.1	0.3	-6.3	1.1	-8.3
CCN(CC)C(=O)[C@H]1C[C@H](CC(=O)NC(C)(C)C)C(=O)N2CCc3c([nH]c4cc(CCC(=O)N(C)C)ccc34)[C@]12C	-15.3	-5.2	-2.2	-2.5	nt	7.3	5.2
O=C(CCNC(=O)c1ccccc1Cl)Nc1ccc2c(c1)OCO2	nt	nt	nt	nt	-1.6	-3.5	-11.8
Cc1nn(-c2ccccc2)c(C)c1C(=O)NCc1ccccc1F	0.2	-8.3	0.8	-4.8	nt	7.2	-15.7
CCN1C(=O)[C@H]2[C@H]3CN=C(SCc4ccc(C#N)cc4)N3[C@@](CC)(C(=O)OC)[C@H]2C1=O	?	-10.0	2.4	-3.0	-3.1	0.0	-18.4
COc1cccc(S(=O)(=O)N[C@@H]2CC[C@@H](CCn3cc(-c4ccccc4OC)nn3)O[C@H]2CO)c1	3.1	2.9	2.3	9.0	nt	3.7	25.5
COc1cccc(Nc2nc(C(N)Cc3ccc(F)cc3)cs2)n1 (centres undefined)	-0.8	25.3	4.6	nt	6.2	-6.4	33.0
CC(C)NS(=O)(=O)c1ccc(CCC(=O)N2CCC(C(N)=O)CC2)cc1	5.0	1.4	-1.7	-1.6	2.9	-0.8	10.6
C[C@@H]1CCCCO[C@@H](CN(C)C(=O)Nc2ccccc2)[C@H](C)CN([C@@H](C)CO)C(=O)c2cc(NS(=O)(=O)c3ccc(F)cc3)ccc2O1	12.6	-1.3	3.5	-2.9	6.7[16.7 µM]	-7.8	-3.5
O=C(Cc1c(F)cccc1Cl)Nc1cccc(S(=O)(=O)NC2=NCCCCC2)c1	17.5	-3.6	0.6	8.1	2.2	-5.8	10.7
CC(C)NC(=O)Nc1ccc2c(c1)C(=O)N([C@@H](C)CO)C[C@@H](C)[C@H](CN(C)C)OCCCC[C@@H](C)O2	8.1	nt	-1.6	21.7	-8.5[16.7 µM]	4.2	-31.4
COc1ccc(S(=O)(=O)N(C)C[C@@H]2Oc3c(NC(=O)c4ccncc4)cccc3C(=O)N([C@H](C)CO)C[C@@H]2C)cc1	11.1	4.0	0.4	3.0	6.3[16.7 µM]	nt	nt
O=C(C[C@@H]1CC[C@@H](NC(=O)c2ccc3c(c2)OCO3)[C@@H](CO)O1)NC1Cc2ccccc2C1	-2.0	-5.1	2.1	-5.0	-6.5[16.7 µM]	2.8	-8.7
COc1ccc(NC(=O)CN(C)C(=O)c2cc(C)on2)cc1	-7.8	-4.1	-2.9	2.4	nt	-0.2	-5.4

12 of the compounds above, with values under each structure:
Each structure is followed by: DENV2 CPE rescue	EWS-Fli inh	F508del corr	INS-1E GSIS act	miR122 inh	FN deposit inh	PAX8 reporter
CCOC(=O)c1c(C)c(-c2ccccc2)n(CC(=O)NCCCN(CC)CC)c1C
→ -0.4	5.8	1.7	14.1	nt	5.1	8.6
COc1cccc(-c2onc3ccc(C(=O)/C=C/N(C)C)cc23)c1
→ -1.4	5.5	-2.1	0.3	-6.3	1.1	-8.3
CCN(CC)C(=O)[C@H]1C[C@H](CC(=O)NC(C)(C)C)C(=O)N2CCc3c([nH]c4cc(CCC(=O)N(C)C)ccc34)[C@]12C
→ -15.3	-5.2	-2.2	-2.5	nt	7.3	5.2
O=C(CCNC(=O)c1ccccc1Cl)Nc1ccc2c(c1)OCO2
→ nt	nt	nt	nt	-1.6	-3.5	-11.8
Cc1nn(-c2ccccc2)c(C)c1C(=O)NCc1ccccc1F
→ 0.2	-8.3	0.8	-4.8	nt	7.2	-15.7
CCN1C(=O)[C@H]2[C@H]3CN=C(SCc4ccc(C#N)cc4)N3[C@@](CC)(C(=O)OC)[C@H]2C1=O
→ ?	-10.0	2.4	-3.0	-3.1	0.0	-18.4
COc1cccc(S(=O)(=O)N[C@@H]2CC[C@@H](CCn3cc(-c4ccccc4OC)nn3)O[C@H]2CO)c1
→ 3.1	2.9	2.3	9.0	nt	3.7	25.5
COc1cccc(Nc2nc(C(N)Cc3ccc(F)cc3)cs2)n1 (centres undefined)
→ -0.8	25.3	4.6	nt	6.2	-6.4	33.0
CC(C)NS(=O)(=O)c1ccc(CCC(=O)N2CCC(C(N)=O)CC2)cc1
→ 5.0	1.4	-1.7	-1.6	2.9	-0.8	10.6
C[C@@H]1CCCCO[C@@H](CN(C)C(=O)Nc2ccccc2)[C@H](C)CN([C@@H](C)CO)C(=O)c2cc(NS(=O)(=O)c3ccc(F)cc3)ccc2O1
→ 12.6	-1.3	3.5	-2.9	6.7[16.7 µM]	-7.8	-3.5
O=C(Cc1c(F)cccc1Cl)Nc1cccc(S(=O)(=O)NC2=NCCCCC2)c1
→ 17.5	-3.6	0.6	8.1	2.2	-5.8	10.7
CC(C)NC(=O)Nc1ccc2c(c1)C(=O)N([C@@H](C)CO)C[C@@H](C)[C@H](CN(C)C)OCCCC[C@@H](C)O2
→ 8.1	nt	-1.6	21.7	-8.5[16.7 µM]	4.2	-31.4

The list continues:
SMILES	DENV2 CPE rescue	EWS-Fli inh	F508del corr	INS-1E GSIS act	miR122 inh	FN deposit inh	PAX8 reporter
CCN(CCn1cccn1)C(=O)CCc1nnc(C2CCCCC2)o1	-2.2	-37.8	3.9	nt	-7.4	5.2	-23.8
Cc1cccc(C)c1NC(=O)c1cccc(N2C(=O)C3CCC(C)CC3C2=O)c1 (centres undefined)	-7.7	4.7	1.6	4.3	-4.4	1.2	-0.8
O=C(NCCCN1CCCC1=O)Nc1ccc(F)c(Cl)c1	nt	nt	nt	-26.9	-0.1	1.3	nt
C[C@H]1CN([C@@H](C)CO)C(=O)CCCn2nncc2CO[C@H]1CN(C)Cc1ccc(Oc2ccccc2)cc1	-2.2	21.2	1.7	-22.0	-8.4[16.7 µM]	6.6	nt
CC1(C)O[C@@H]2[C@H](O1)[C@@H](COS(=O)(=O)O)O[C@H]2n1ccc(=O)[nH]c1=O	-6.5	0.7	0.3	0.4	nt	-0.2	11.0
O=C(C1CCCCC1)N1CC(=O)N2[C@@H](CO)[C@H](c3ccc(C#CCc4ccccc4)cc3)[C@@H]2C1	-1.2	nt	-0.7	38.1	nt	nt	nt
O=C(C[C@@H]1C=C[C@@H](NC(=O)Nc2ccc(C(F)(F)F)cc2)[C@H](CO)O1)NCc1cccc(F)c1	6.2	-12.2	1.6	11.7	12.4[16.7 µM]	nt	27.1
COc1ccccc1CNC(=O)COC(=O)c1ccc(Cl)c(N)c1	-0.3	4.0	-2.8	-0.6	2.5	nt	9.7
CC1=NN(C(C#N)c2ccccc2)C(c2ccccc2)C1 (centres undefined)	-0.4	4.4	-1.4	2.7	-7.5	-1.7	-21.9
O=C(C[C@@H]1CC[C@H](NC(=O)C2CC2)[C@@H](CO)O1)NC1CCC1	-3.7	-2.8	0.0	3.9	-7.3[16.7 µM]	0.3	0.9
Cc1ccccc1Nc1c([N+](=O)[O-])cncc1[N+](=O)[O-]	-0.7	17.5	-0.3	15.5	-10.4	-1.7	21.2
C[C@H](CO)N1C[C@H](C)[C@H](CN(C)S(C)(=O)=O)OCCCC[C@H](C)Oc2ccc(NS(=O)(=O)c3ccc(Cl)cc3)cc2C1=O	-5.0	-7.4	-0.4	-14.3	2.6[16.7 µM]	0.2	-5.8
